beta cell repl: inducers of beta-cell replication in MIN6 cells | MIN6 cells proliferation, ATPlite luminescence, 48 h; cells starved in 0.2% serum; 100% = growth in 10% serum | 0.29% of 330,000 active | proliferation, % at 10 µM;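 active means compounds whose signal lies at least 3.5 SD above the mean of all wells on their plate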;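 further: 0% = DMSO-treated cells in low-serum medium and 100% = 10% serum control; some compounds called inactive have numbers as strong as hits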
SENP1 inh: blocks the human SENP1 SUMO protease catalytic domain. Q9P0U3. recombinant SENP1 catalytic domain, CyPet-SUMO1-YPet FRET cleavage. inhibition, % at 10 µM. 0.21% of 360,000 active. AID 624204;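 active means inhibition at least 30% at 10 µM, raw YFP signal under a set limit, fluorescence ratio 0.5 to 1.5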;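 further: 0% = enzyme with DMSO and 100% = no enzyme wells; some results filed as inactive read as strong as hits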
Target sequence (Q9P0U3 419-644 limits assumed): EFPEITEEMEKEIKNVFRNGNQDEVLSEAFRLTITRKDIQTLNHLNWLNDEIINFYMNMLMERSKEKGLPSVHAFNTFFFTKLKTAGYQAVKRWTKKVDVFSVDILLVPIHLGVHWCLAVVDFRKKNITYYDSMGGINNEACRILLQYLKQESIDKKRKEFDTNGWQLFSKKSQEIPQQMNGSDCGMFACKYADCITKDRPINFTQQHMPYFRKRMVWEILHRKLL
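Controls: no-enzyme wells low, DMSO-plus-enzyme wells high control. Test system: human recombinant His6-tagged SENP1 catalytic domain enzyme. Reagent: SFCypet-SUMO1-SFYpet FRET protein substrate, 25 nM final. Doses: one dose per compound, 10 µM, 0.5% DMSO. Detection: FRET, CFP and YFP emission. Timing: 50 min reaction at room temperature.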
HKDC1 inh: HKDC1 (human) hexokinase inhibition. Q2TB90. recombinant HKDC1, G6PDH/diaphorase resazurin coupled fluorescence. inhibition, % at 20 µM. 0.16% of 340,000 active;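 active means inhibition above about 35% when tested at 20 µM, limit read from the data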;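 further: plate controls were DMSO wells with enzyme for no effect and DMSO wells lacking enzyme for full effect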
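Material – in-house recombinant HK5 (HKDC1) enzyme · Quantity – HKDC1 at 5 µg/mL · Buffer or medium – pH 8.0 Tris buffer with 10 mM MgCl2 · Reagent – glucose with 1 mM ATP · Dosing – single 20 µM dose · Times – reaction time 90 min, room temperature, protected from light · Technique – resorufin fluorescence at 613 nm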
SENP7 inh: SENP7 protease inhibition; Q9BQF6; recombinant SENP7, Z-RLRGG-aminoluciferin luminescence, 40 min; inhibition, % at 5 µM; 1.5% of 330,000 active;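 active means inhibition above about 50% at the single test dose, limit read from the data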;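 further: plate controls were DMSO with enzyme for no effect and no enzyme buffer wells for full effect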
Target sequence (Q9BQF6 706-1050 limits assumed): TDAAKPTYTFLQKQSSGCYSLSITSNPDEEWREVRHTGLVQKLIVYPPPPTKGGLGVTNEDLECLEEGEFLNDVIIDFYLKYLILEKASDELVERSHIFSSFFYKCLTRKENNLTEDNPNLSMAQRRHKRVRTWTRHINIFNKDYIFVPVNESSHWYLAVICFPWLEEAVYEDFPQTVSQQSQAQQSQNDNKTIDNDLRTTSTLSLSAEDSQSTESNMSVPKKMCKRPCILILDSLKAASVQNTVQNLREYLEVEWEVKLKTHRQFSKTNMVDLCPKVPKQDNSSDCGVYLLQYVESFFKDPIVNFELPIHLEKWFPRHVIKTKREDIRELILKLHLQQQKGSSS
UBC13 polyUb: blocks human UBC13 polyubiquitin chain formation; P61088; TR-FRET; 0.47% of 330,000 active; inhibition, % at 20 µM; AID 485273; in the data active means inhibition above about 45%, passing the limit was not always enough
Target sequence (P61088 whole entry, looked up): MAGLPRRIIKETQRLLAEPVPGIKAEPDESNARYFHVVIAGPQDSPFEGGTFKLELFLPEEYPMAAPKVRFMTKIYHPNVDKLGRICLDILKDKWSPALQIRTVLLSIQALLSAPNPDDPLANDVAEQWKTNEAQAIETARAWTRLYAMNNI
SENP8 block-1: blocks the human protease SENP8. purified SENP8, Z-RLRGG-aminoluciferin cleavage, luminescence. inhibition, % at 10 µM. 1.2% of 330,000 active. AID 2540; in the data active means inhibition above about 50%
Target sequence (Q96LD8 whole entry, looked up): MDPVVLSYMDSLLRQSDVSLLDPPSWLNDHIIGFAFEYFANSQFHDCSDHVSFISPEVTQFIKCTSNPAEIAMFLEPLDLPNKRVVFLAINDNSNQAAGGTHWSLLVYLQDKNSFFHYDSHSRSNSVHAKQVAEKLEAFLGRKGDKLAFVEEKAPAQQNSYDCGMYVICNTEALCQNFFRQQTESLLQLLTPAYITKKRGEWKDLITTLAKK
SENP8 block-2: blocks human SENP8 cleavage of Nedd8 substrate; recombinant SENP8, Nedd8 substrate fluorescence; inhibition, % at 20 µM; Q96LD8; AID 602440; 0.64% of 360,000 active; in the data active means inhibition mostly above about 40%, no sharp cut-off; inactive means mostly below about 27%
PfG6PD inh: PfG6PD (Plasmodium falciparum) enzyme inhibition; 0.78% of 350,000 active; inhibition, % at 20 µM; PfGluPho enzyme, NADPH resazurin-diaphorase fluorescence;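 active means inhibition reaching at least a set limit at 20 µM in the primary screen, cut at about 59% in these data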;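 further: 0% = DMSO wells with substrate and 100% = DMSO wells lacking glucose-6-phosphate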
SENP6 block: inhibitors of human SENP6 protease; Q9GZR1; Recombinant SENP6 catalytic domain, aminoluciferin luminescence; inhibition, % at 10 µM; 1.8% of 330,000 active; AID 2599;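 active means inhibition above about 50% at the single tested dose, limit read from the data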;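 further: plate controls were DMSO wells with enzyme for no effect and DMSO wells lacking enzyme for full effect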
* hit, by the source's call; nt = no result given. Random draw from the library; 4% or so of the library scored in one or more.

SMILES	beta cell repl	SENP1 inh	HKDC1 inh	SENP7 inh	UBC13 polyUb	SENP8 block-1	SENP8 block-2	PfG6PD inh	SENP6 block
CCOC(=O)c1ccc2c(c1)n(CC)c(/C=C/N(C)c1ccccc1)[n+]2CC	-4.6	1.3	15.3	-3.5	6.5	-3.9	-5.0	-4.5	-14.9
Cc1cc(OC(C)C(=O)NCCCN2CCOCC2)c2c(C)c(C)c(=O)oc2c1 (stereo not drawn)	-1.8	0.8	5.5	-4.1	10.4	-1.0	-358.0	-2.4	3.6
CSc1ccc(/C=N/N(C)S(=O)(=O)c2ccc(C)cc2)cc1	-3.9	-0.3	-2.9	-3.9	-0.5	1.2	23.3	5.8	-3.4
COC(=O)c1ccccc1NC(=O)c1sc(N)nc1C	-0.4	-0.1	3.2	-6.6	0.1	-0.5	-72.4	-3.6	-4.8
C/C(=N/Nc1ncc(Br)cn1)c1ccc([N+](=O)[O-])cc1	4.3	2.3	-6.7	8.5	-4.5	2.8	26.1	1.7	2.0
Cc1ccc(N2CC(NS(=O)(=O)c3cccs3)CC2=O)cc1 (stereo not drawn)	2.5	0.4	-0.4	8.4	2.9	6.0	8.8	8.4	-0.9
CCN(CC)CCN1C(=O)C(=O)/C(=C(/O)c2ccncc2)C1c1ccccc1F (stereo not drawn)	0.7	1.2	0.0	-0.8	-8.7	0.3	15.3	-9.1	-9.1
O=C(CSc1nnc(Nc2ccccc2)s1)NC1CCCC1	-2.3	1.5	2.0	-1.5	-3.8	8.4	0.9	-8.6	4.2
CCc1ccc(NC(=O)c2noc3c2CCCCC3)cc1	-2.1	-2.2	-5.3	4.0	-6.5	-18.8	12.7	3.0	-6.6
O=C(NCCN1CCCCCC1)c1ccc(N2CCCC2=O)cc1	-1.0	-18.0	-0.1	1.7	23.7	3.0	24.7	22.4	1.4
Cc1ccc(C(=O)C(C)OC(=O)c2n[nH]c(=O)c3ccccc23)cc1 (stereo not drawn)	-2.5	2.1	1.6	-0.6	-1.9	-3.5	12.0	-17.7	3.7
COP(=O)(OC)c1nc(-c2cccc3ccccc23)oc1NCCc1ccccc1	-5.3	-35.7	-6.0	-4.9	16.1	-7.4	-404.0	3.5	-17.3
O=C(c1ccccc1)c1c2c(cc3sc4ccccc4[n+]13)-c1cccc3cccc-2c13	nt	-28.6	25.2	nt	nt	nt	-296.1	-1.2	nt
O=C(O)c1ccccc1-c1ccc(/C=C/c2cc(C(F)(F)F)[nH]c(=O)n2)o1	-0.9	-28.3	6.0	-3.4	-21.7	-2.5	-319.7	-12.8	7.3
O=C(NCc1cccc(Br)c1)C1CC2Cn3c(nc4ccccc43)C2N1c1ccccc1 (stereo not drawn)	-3.5	-9.9	6.5	0.2	-0.1	6.7	5.5	-3.3	6.1
CCOc1cc(CNCCSc2nnnn2C)cc(Br)c1OCc1ccccc1	-5.2	3.0	-2.7	-8.8	22.2	-12.9	8.1	-2.0	-8.5
O=C(CN1CCN(c2ncccn2)CC1)N1CCCc2c1c(=O)oc1ccc(O)cc21	-1.9	2.4	-8.5	-7.2	-7.8	5.0	-60.2	-0.1	-10.7
CCOc1ccc2oc(C(=O)N3CCN(c4ccccc4OCC)CC3)c(C)c2c1	-6.3	-7.8	0.3	8.4	-6.9	-8.0	-20.8	16.2	-10.6
Cc1cccc(/C(N)=N/OC(=O)C23CC4CC(CC(C4)C2)C3)c1	0.0	0.3	-6.5	1.6	3.0	-12.2	14.6	8.1	0.0
CC(C)(C)c1ccc(C(=O)NCCC(=O)N2CCC3(CC2)NCCc2[nH]cnc23)cc1	-2.1	2.0	1.1	-0.8	9.8	0.9	-4.8	1.9	1.2
Clc1ccc(OCCNCCc2ccccc2)cc1	-2.7	-0.1	0.8	-3.1	6.9	-1.5	12.5	-7.2	5.4
O=C(CSc1nc2ccccc2c(=O)n1NC(=O)c1ccccc1)c1ccc(Cl)cc1	-5.0	0.0	6.0	-3.1	0.2	-1.9	17.5	-15.4	-0.5
COc1ccc(CCNC(=S)N2CCN(S(=O)(=O)c3ccc(C)cc3)CC2)cc1	2.2	3.6	-5.5	-8.7	-2.7	6.5	25.3	1.5	3.5
O=C(NNC(=S)NCCc1ccccc1)c1ccc(Br)s1	-1.7	1.6	-0.8	10.6	-5.7	7.2	9.8	7.0	-1.0
CCOC(=O)c1c(-c2ccc(OC)cc2)csc1NC(=O)CSc1ccccc1	-2.9	0.3	1.5	3.5	1.9	0.9	4.9	9.2	-1.7
CC(Sc1nc2ccccc2c(=O)n1CC1CCCO1)C(=O)Nc1ccc(S(N)(=O)=O)cc1 (stereo not drawn)	-2.5	1.3	5.0	1.1	-0.9	-3.5	0.6	8.3	-6.9
CCCCN(CCCC)CCn1cnc2c([nH]c3ccc(OC)cc32)c1=O	-0.9	2.8	2.2	0.2	17.7	-11.0	-389.1	7.7	-18.2
CCN(CC)S(=O)(=O)c1cc(NC(=O)[C@@H](NC(N)=O)C(C)C)ccc1C	-0.1	1.0	-4.3	-3.0	-6.8	-7.3	12.5	1.0	8.1
CCOC(=O)c1cnc(SCC(=O)Nc2ccccc2C(=O)OC)nc1N	-2.2	0.0	2.2	-6.8	-0.5	-1.2	-10.3	-12.4	-5.8
COc1ccccc1N1CCN(C(=O)CCCCCn2c(=O)[nH]c3ccsc3c2=O)CC1	-2.1	-0.4	2.1	4.3	22.5	0.6	9.5	-9.4	6.0
CCN1CCc2c(sc(NC(=O)c3ccc(S(=O)(=O)N4CCCCCC4)cc3)c2C(=O)NC)C1	-7.2	-28.6	9.4	4.3	10.5	-8.5	-26.6	3.2	-2.8
CN(C)/C=C(\C#N)C(=O)N/N=C/c1ccc(F)cc1	3.1	0.9	-5.1	4.7	1.6	5.0	-5.2	9.4	-3.7
O=C(Nc1cccc(Cl)c1N1CCCCC1)c1ccc(N2CCOCC2)c([N+](=O)[O-])c1	0.0	0.7	-4.4	12.6	-1.8	5.7	11.7	-19.6	-4.0
O=C1CCCCC1Nc1ccc(Br)cc1 (stereo not drawn)	nt	4.5	-6.3	nt	nt	nt	22.4	-7.6	nt
CCCC(=O)N/C(N)=N/c1nc(C)c2cc(C)ccc2n1	1.9	-0.3	-0.8	-4.5	5.7	4.4	-124.8	22.5	-5.4
CN(NC(=O)NN(C)C(=O)c1ccccc1)C(=O)c1ccccc1	nt	1.0	1.8	nt	nt	nt	15.2	-8.0	nt
Cc1cc(C)c(C(N)=O)c(SCC(=O)c2ccc(Cl)cc2)n1	-2.8	2.5	-2.2	-11.8	-4.2	-4.8	2.2	-22.3	-16.6
CC(=O)N/N=C(\C)CC(=O)NC(C)(C)C	0.5	1.3	-9.7	3.7	6.5	-1.7	9.0	-4.7	7.0
Nc1ccc(C23CC4CC(CC(C4)C2)C3)cc1	-1.3	0.8	-4.0	2.4	-15.6	-9.9	15.5	-0.2	-7.6
O=C(COC(=O)c1cc(Cl)cc(Cl)c1)NCc1ccco1	-1.9	-1.5	0.4	3.6	-9.5	-2.3	-1.0	-3.0	-4.4
Cc1c[n+](CC(=O)c2ccccc2)cs1	-0.5	2.1	0.9	-5.4	0.7	0.7	9.6	-4.6	-7.9
COc1ccc(/C=C2\SC(=S)N(c3cccnc3)C2=O)cc1	-2.9	0.2	-4.9	3.7	-5.7	1.4	31.4	13.5	-12.8
O=C(CCCC(=O)NCCc1ccccc1)NCCc1ccccc1	-1.8	1.6	-10.2	5.7	-6.4	-0.5	17.5	-3.9	-17.7
Cn1c(N)c(C(=O)CSc2nc(C3CC3)n(-c3ccccc3)n2)c(=O)[nH]c1=O	-1.6	-2.9	-2.7	7.9	4.5	-2.6	0.6	-3.0	-7.3
COc1ccccc1CNCc1cc(Br)ccc1OC	-1.8	2.6	-12.5	3.3	7.6	6.4	9.5	3.6	-13.4
COc1ccccc1-c1coc2c(CN(C)C)c(O)ccc2c1=O	-2.6	-10.8	-3.0	-3.3	13.7	3.2	-296.3	-7.6	-26.3
CC(=O)OC(C(=O)Nc1ccccc1)C(C)S(=O)(=O)c1ccccc1 (stereo not drawn)	-3.7	3.1	4.2	0.0	16.3	2.3	15.3	-18.2	-4.2
CCCCN(C(=O)c1cc(S(=O)(=O)N2CCOCC2)ccc1Cl)c1c(N)n(CC(C)C)c(=O)[nH]c1=O	2.1	-1.7	-1.6	1.3	-4.0	-0.2	12.2	-3.5	8.3

Gathered by group, the compounds so far containing fluorine
SMILES	beta cell repl	SENP1 inh	HKDC1 inh	SENP7 inh	UBC13 polyUb	SENP8 block-1	SENP8 block-2	PfG6PD inh	SENP6 block
CCN(CC)CCN1C(=O)C(=O)/C(=C(/O)c2ccncc2)C1c1ccccc1F (stereo not drawn)	0.7	1.2	0.0	-0.8	-8.7	0.3	15.3	-9.1	-9.1
O=C(O)c1ccccc1-c1ccc(/C=C/c2cc(C(F)(F)F)[nH]c(=O)n2)o1	-0.9	-28.3	6.0	-3.4	-21.7	-2.5	-319.7	-12.8	7.3
CN(C)/C=C(\C#N)C(=O)N/N=C/c1ccc(F)cc1	3.1	0.9	-5.1	4.7	1.6	5.0	-5.2	9.4	-3.7

(cont.)
SMILES	beta cell repl	SENP1 inh	HKDC1 inh	SENP7 inh	UBC13 polyUb	SENP8 block-1	SENP8 block-2	PfG6PD inh	SENP6 block
COc1ccc(/C=N/NC(=S)Nc2ccccc2[N+](=O)[O-])cc1O	nt	2.6	1.5	nt	nt	nt	18.8	3.9	nt
COc1cc(NS(=O)(=O)c2ccc(N/C=C(\C#N)c3nc4ccccc4o3)cc2)nc(OC)n1	-1.5	-56.0	-1.5	1.4	-26.4	8.9	2.1	-15.9	1.7
CN1CCN(C(=O)/C=C/c2ccc(Cl)cc2)CC1	2.2	0.4	-5.0	-0.4	4.9	-5.7	8.8	6.3	0.0
CN(C(=O)c1ccccc1)c1nc2ccccc2s1	-5.3	-0.1	-6.8	46.9	9.1	44.1	15.9	-3.1	70.7*
C=CCC(NCc1ccccc1)c1ccc(OC)cc1 (stereo not drawn)	-1.6	-0.9	-8.1	-2.2	3.1	-7.9	24.7	7.5	-13.6
Cc1cc(C(=O)CSc2nnnn2C)c(C)n1CCc1ccc(Cl)cc1	-0.1	0.3	-0.8	0.2	-7.0	3.8	10.6	3.0	0.3
Oc1[nH]c2ccccc2c1N=Nc1nncc2ccccc12	-4.3	0.0	16.5	73.8*	-69.6	41.8	-35.3	14.7	72.2*
Cc1n[nH]c(C)c1S(=O)(=O)N1CCCC(C(=O)NCc2ccccc2Cl)C1 (stereo not drawn)	0.0	-0.5	5.2	-4.6	-14.3	-8.4	3.7	-5.8	-16.6
CCOc1ccc(C(=O)Nc2ccc(NC(=S)NC(=O)CC)cc2)cc1Cl	-1.6	1.0	-7.3	1.5	4.8	3.8	14.3	-23.0	-5.9
Nc1nonc1-c1nc2ccccc2n1CC(=O)NC1CCCC1	0.0	-3.4	-1.4	-8.0	-6.8	-4.9	1.9	1.6	-13.8
Cc1cc(C(=O)NNC(=O)/C=C/c2ccc(F)cc2)c(C)o1	-4.2	1.6	2.2	-9.8	-4.6	7.0	3.3	-17.2	12.5

Source: PubChem (Sanford-Burnham Center for Chemical Genomics)
